Source: PubChem
Hsp90 inh = tumor Hsp90 inhibitors, primary screen, cell lysate, fluorescence polarization, NCI-N417 lysate. Cy3B-geldanamycin FP displacement. inhibition, % at 30 µM. 64,000 compounds, 0.35% hits;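 active = inhibition above 50%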;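 also: 0% = tracer plus lysate wells and 100% = tracer alone without lysate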
Starred values were filed as active, the others as inactive; & = joins results of further samples.

NCC(CP(=O)(O)O)c1ccc(Cl)cc1 (stereo not given)
  Hsp90 inh: -0.1
NC(CCCCCP(=O)(O)O)C(=O)O (stereo not given)
  Hsp90 inh: 1.5
O=C1C=CC(=O)C=C1
  Hsp90 inh: -1.9
CCOC(=O)c1ncn2c1[C@@H]1CCCN1C(=O)c1cc(OC)ccc1-2
  Hsp90 inh: -1.2
O=P1(N(CCCl)CCCl)NCCCO1 (stereo not given)
  Hsp90 inh: 0.4
C=CCN1C[C@@H](C)N([C@H](c2ccc(C(=O)N(CC)CC)cc2)c2cccc(OC)c2)C[C@@H]1C
  Hsp90 inh: -2.4
Oc1ccc2c3c1O[C@H]1c4[nH]c5ccccc5c4C[C@@]4(O)C(C2)N(CC2CC2)CCC314 (stereo not given in full)
  Hsp90 inh: -0.7
C[C@@H](N)Cc1cnc[nH]1
  Hsp90 inh: 0.7
NC(=O)CN1CC(O)CC1=O (stereo not given)
  Hsp90 inh: -1.8
O=C(O)C1C2CCC(O2)C1C(=O)O (stereo not given)
  Hsp90 inh: -2.1
O=[N+]([O-])c1ccc2nc(N3CCNCC3)ccc2c1
  Hsp90 inh: 1.5
COc1cc(CCN)ccc1O
  Hsp90 inh: -3.4
CCN1C[C@]2(C)CC[C@H](O)[C@@]34C5C[C@@H]6[C@@H](OC)C[C@@](O)(C5[C@H]6O)[C@@H](CC23)C14 (stereo not given in full)
  Hsp90 inh: -4.0
CC(=O)[C@H]1CCC2C3CC[C@H]4C[C@H](O)CC[C@]4(C)C3CC[C@@]21C (stereo not given in full)
  Hsp90 inh: 2.1
CC(N)C(=O)OC(C)(C)Cc1ccc(Cl)cc1 (stereo not given)
  Hsp90 inh: 0.4

C[C@H]1C2Cc3ccc(O)cc3C1(C)CCN2CC1CC1 (stereo not given in full)
  Hsp90 inh: 0.7
CCCN1CCc2cc(O)cc3c2[C@H]1Cc1ccc(O)c(O)c1-3
  Hsp90 inh: 36.9
CCCN1CCO[C@@H]2c3cc(O)ccc3OC[C@H]21
  Hsp90 inh: 4.3&2.6
CC(C)NP(=O)(NC(C)C)OP(=O)(NC(C)C)NC(C)C
  Hsp90 inh: -0.7
CCN(CC)C(=O)N[C@@H]1C=C2c3cccc4[nH]cc(c34)C[C@H]2N(C)C1
  Hsp90 inh: -6.2
CC(C)(C)NCC(O)c1ccccc1Cl (stereo not given)
  Hsp90 inh: -0.7
CCCN1CCC[C@@H](c2cccc(C#N)c2)C1
  Hsp90 inh: 1.2
CCCN1CCC[C@@H]2Cc3[nH]ncc3C[C@H]21
  Hsp90 inh: 1.0&1.5
C[C@H](N)CN1CCc2ccc(Br)cc21
  Hsp90 inh: -1.2
NCCc1ccc(S(=O)(=O)F)cc1
  Hsp90 inh: 0.4
c1ccc2nc(N3CCNCC3)ccc2c1
  Hsp90 inh: -0.1
C[C@@H]1O[C@@H](O[C@H]2C[C@@H](O)[C@]3(CO)[C@H]4[C@H](O)C[C@]5(C)[C@@H](C6=CC(=O)OC6)CC[C@]5(O)[C@@H]4CC[C@]3(O)C2)[C@H](O)[C@H](O)[C@H]1O
  Hsp90 inh: -2.3
CC1Cc2cc3c(cc2C(c2ccc(N)cc2)=NN1)OCO3 (stereo not given)
  Hsp90 inh: 4.5
NCC#Cc1ccccc1
  Hsp90 inh: 0.4
Clc1ccc(C(c2ccc(Cl)cc2)n2cc[n+](CC(OCc3ccc(Cl)cc3Cl)c3ccc(Cl)cc3Cl)c2)cc1 (stereo not given)
  Hsp90 inh: -2.5

Gathered by group: the entries above with an aryl methoxy group.
CCOC(=O)c1ncn2c1[C@@H]1CCCN1C(=O)c1cc(OC)ccc1-2
  Hsp90 inh: -1.2
C=CCN1C[C@@H](C)N([C@H](c2ccc(C(=O)N(CC)CC)cc2)c2cccc(OC)c2)C[C@@H]1C
  Hsp90 inh: -2.4
COc1cc(CCN)ccc1O
  Hsp90 inh: -3.4

Six structures out of the list, ordered by SMILES length, largest number first.
Clc1ccc(C(c2ccc(Cl)cc2)n2cc[n+](CC(OCc3ccc(Cl)cc3Cl)c3ccc(Cl)cc3Cl)c2)cc1 (stereo not given)
  Hsp90 inh: -2.5
CC1Cc2cc3c(cc2C(c2ccc(N)cc2)=NN1)OCO3 (stereo not given)
  Hsp90 inh: 4.5
CCCN1CCC[C@@H]2Cc3[nH]ncc3C[C@H]21
  Hsp90 inh: 1.0&1.5
NCC(CP(=O)(O)O)c1ccc(Cl)cc1 (stereo not given)
  Hsp90 inh: -0.1
CC(C)(C)NCC(O)c1ccccc1Cl (stereo not given)
  Hsp90 inh: -0.7
NC(=O)CN1CC(O)CC1=O (stereo not given)
  Hsp90 inh: -1.8

The list is partial; rates above refer to the full screens.
